Compound activity (PubChem)
HP1b chromo inh = HP1-beta chromodomain-methylated histone interaction inhibition | 0.56% of 390,000 active | AID 540317 | AlphaScreen HP1-beta / biotin-H3K9me3 peptide binding | Potency, µM (top dose mostly 114 µM), inactives show top-dose activity change, negative = inhibition, actives largely listed as inhibitors | P83916; further: potency means the concentration at half of the fitted maximal effect; nearly all actives have a fitted effect of over 70% in size; inactives centre near 23
Target sequence (P83916 whole entry, looked up): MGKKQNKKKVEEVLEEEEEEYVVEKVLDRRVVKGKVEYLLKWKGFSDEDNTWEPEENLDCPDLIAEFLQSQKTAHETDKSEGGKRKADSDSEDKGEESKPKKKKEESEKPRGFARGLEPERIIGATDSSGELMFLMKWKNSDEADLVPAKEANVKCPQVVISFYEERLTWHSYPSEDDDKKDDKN
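HP1-beta protein (50 nM final) preincubated 30 min at room temperature with biotinylated H3(1-18)K9me3 peptide (50 nM) in PBS pH 7.4, 0.01% Tween-20, then compound added for 30 min. AlphaScreen streptavidin donor/nickel chelate acceptor beads (10 ug/mL final), 30 min dark, luminescence read.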
BAZ2B inh = BAZ2B (human) inhibition; AlphaScreen BAZ2B-H3K14Ac peptide displacement; Potency, µM (titrated, usually from 114 µM), inactives show top-dose activity change, negative = inhibition, hits mostly inhibitors; 4.4% of 360,000 active; AID 504333; further: potency means the concentration at half of the fitted maximal effect; on the % scale 0 is the no-effect control and ±100 the full control effect; nearly all actives have a fitted effect of over 60% in size
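Protein-peptide AlphaScreen: BAZ2B 50 nM, b-H3K14Ac 50 nM, 1x PBS pH 7.4 + 0.01% Tween-20. Preincubation 30 min RT; cpd 30 min RT (top 110 uM); beads 20 min RT, light-protected.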
PI4K2A inh = PI4K2A (human) kinase inhibition | Q9BTU6 | purified PI4K2A, ADP-Glo luminescence, 1 h; stronger effect = lower value | activity change, negative = inhibition, % at 76.9 µM | 0.13% of 420,000 active; in the data active means activity change below about -50%; inconclusive means mostly about -30% to -49%;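 further: -100% = wells without enzyme as full effect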
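PI4K2A activity was measured by ADP-Glo luminescence: enzyme (4 ug/mL stock) and phosphatidylinositol (1.2 mM stock) in Tris pH 7.5/MgCl2/EGTA/Triton X-100 buffer were reacted with ATP (300 microM stock) for one hour at ambient temperature.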
JMJD2A Tudor inh = JMJD2A Tudor domain (human) inhibition | AlphaScreen JMJD2A-Tudor / H3K4me3 peptide binding | Potency, µM (top dose mostly 114 µM), for the others: at the highest dose activity change, negative = inhibition, usual class: inhibitors | O75164 | 4.4% of 390,000 active; further: potency means the concentration at half of the fitted maximal effect; on the % scale 0 is the no-effect control and ±100 the full control effect; nearly all actives have a fitted effect of over 50% in size
RGS4 inhibitor = human RGS4 inhibition | P49798 | Transcreener GDP fluorescence polarization, RGS4-accelerated GTP hydrolysis | Potency, µM (top dose mostly 114 µM), for the others: top-dose activity change, negative = inhibition, actives largely listed as inhibitors | 0.039% of 390,000 active | AID 504845; further: potency means the concentration at half of the fitted maximal effect; on the % scale 0 is the no-effect control and ±100 the full control effect; nearly all actives have a fitted effect of over 75% in size; some results filed as inactive show a strong effect at the top dose
Target sequence (P49798 whole entry, looked up): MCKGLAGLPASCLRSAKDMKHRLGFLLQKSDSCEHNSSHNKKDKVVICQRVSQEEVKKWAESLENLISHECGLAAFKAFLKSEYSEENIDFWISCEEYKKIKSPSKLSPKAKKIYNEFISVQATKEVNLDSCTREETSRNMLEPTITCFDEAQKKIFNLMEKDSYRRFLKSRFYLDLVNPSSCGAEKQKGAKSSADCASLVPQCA
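MLSMR compounds (23 nl, pin-transferred) preincubated 10 min at room temperature with a 500nM (2x) first reagent, then RGS4 at 900nM (2x) plus Transcreener GDP mix added; fluorescence polarization (620/688 nm) read before and after 90 min at 30 °C.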
ERG Ets-DNA blk = inhibitors of human ERG Ets domain-DNA interaction; fluorescence polarization, His-ERG Ets domain / labelled DNA; Potency, µM (top dose mostly 76.9 µM), for inactives: at the highest dose FP activity, negative = inhibition, hits mostly inhibitors; 0.028% of 370,000 active; AID 624246; active means well fitted inhibition curve with a large enough effect in the polarisation, with a control signal flat; inconclusive means small, poorly fitted or top-dose-only effect, or effect the other way, or a change in a side signal; inactive means no such curve, though single readings can be large or run the other way; the % refers to the polarisation;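 further: polarization taken with two DNA probes labelled with fluorescein and Texas red; potency means the concentration at half of the fitted maximal effect; % of control where 0% means no effect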
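His-tagged ERG Ets domain (1 uM in the protein solution; 300mM KCl, 50mM Tris-HCl, 1mM EDTA, 1mM DTT, pH 7.5) received compound, then a probe mix of 5 nM fluorescein-DNA and 100nM Texas-615-DNA. Fluorescence polarization was read for both dyes.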
12-LOX inh = blocks human arachidonate 12S-lipoxygenase | P18054 | purified 12hLO, xylenol orange hydroperoxide absorbance | Potency, µM (series often up to 108 µM), without a hit: top-dose activity change, negative = inhibition, actives largely listed as inhibitors | 1.1% of 580,000 active; further: potency means the concentration at half of the fitted maximal effect; on the % scale 0 is the no-effect control and ±100 the full control effect
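Purified human 12hLO at 150 nM in 25 mM Hepes, 0.01% Triton X-100, pH 7.0, preincubated 15 min at room temperature with compound. Reaction started with 40 uM arachidonic acid, 30 min at room temperature. Hydroperoxide measured by Fe-xylenol orange, 573/405 nm absorbance ratio.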
GLS inhibitor = blocks human kidney-isoform glutaminase activity; AID 624170; 0.21% of 410,000 active; Potency, µM (doses to about 45.5 µM), inactives show at the highest dose activity change, negative = inhibition, usual class: inhibitors; GLS enzymatic activity, qHTS titration; further: potency means the concentration at half of the fitted maximal effect; on the % scale 0 is the no-effect control and ±100 the full control effect
Target sequence (O94925 whole entry, looked up, canonical isoform): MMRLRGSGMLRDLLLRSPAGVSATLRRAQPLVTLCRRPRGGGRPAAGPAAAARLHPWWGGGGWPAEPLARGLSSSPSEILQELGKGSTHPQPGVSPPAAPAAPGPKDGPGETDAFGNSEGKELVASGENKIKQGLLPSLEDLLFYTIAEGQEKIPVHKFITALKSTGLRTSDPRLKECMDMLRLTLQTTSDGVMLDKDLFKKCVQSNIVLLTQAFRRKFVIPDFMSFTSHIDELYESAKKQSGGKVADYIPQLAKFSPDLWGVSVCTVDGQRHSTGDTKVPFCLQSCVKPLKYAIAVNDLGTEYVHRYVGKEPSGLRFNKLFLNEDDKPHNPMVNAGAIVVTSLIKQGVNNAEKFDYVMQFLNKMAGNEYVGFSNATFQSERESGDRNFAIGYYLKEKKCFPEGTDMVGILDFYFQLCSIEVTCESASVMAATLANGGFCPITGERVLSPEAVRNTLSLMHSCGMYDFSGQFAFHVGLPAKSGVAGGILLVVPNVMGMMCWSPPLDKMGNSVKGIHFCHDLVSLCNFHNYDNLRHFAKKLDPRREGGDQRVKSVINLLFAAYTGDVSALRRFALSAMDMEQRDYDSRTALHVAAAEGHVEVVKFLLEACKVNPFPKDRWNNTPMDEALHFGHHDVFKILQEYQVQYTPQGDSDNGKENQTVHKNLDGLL
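Read-out is an Amplex red fluorescence increase coupled through glutamate oxidase and HRP, measured before and after 30 min room-temperature incubation. hKGA is in 45 mM KH2PO4 (pH 8.2) with 0.02% Tween-20; glutamine added as 1mM solution.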
G9a inh = inhibitors of human histone lysine methyltransferase G9a; G9a H3K9 monomethylation, AlphaScreen, 2 h; Potency, µM (top dose mostly 102 µM), for the others: at the highest dose activity, negative = inhibition, most hits filed as inhibitors; 8.8% of 350,000 active; AID 504332; further: potency means the concentration at half of the fitted maximal effect; on the % scale 0 is the no-effect control and ±100 the full control effect; nearly all actives have a fitted effect of over 75% in size
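G9a (20 nM) was preincubated 15 min with compound, then reacted 2 h at room temperature with 500 nM biotin-H3K9 peptide and 20 µM SAM. Monomethyl-H3K9 detected by AlphaScreen using anti-H3K9me1 antibody.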
* = called active by the depositor; ? = inconclusive; nt = no result given; & = joins results of further samples; [ ] = remark or other dose. Unless noted, the call rests on the fitted dose curve; in most records, active means well fitted curve in the direction sought with a large enough effect; inconclusive means small, poorly fitted or top-dose-only effect, or another doubt; inactive means no such curve, though single readings can be large; an effect the other way counts as inactive or inconclusive.

SMILES	HP1b chromo inh	BAZ2B inh	PI4K2A inh	JMJD2A Tudor inh	RGS4 inhibitor	ERG Ets-DNA blk	12-LOX inh	GLS inhibitor	G9a inh
Cc1nc(SCC(=O)N2CCCCC2)c2c(C)c(C)sc2n1	-10%	3%	0	-19%	-9%	-7%	9%	-11%	20%
O=C(Nc1ccc(N2CCOCC2)c(S(=O)(=O)Nc2ccc(Cl)cc2)c1)c1ccc(=O)[nH]n1	-6%	nt	-10	?	-3%	4%	?	-16%	nt
Cc1[nH]c2ccc3c(ncn3CCC#N)c2c1C	7%	-24%	1	-1%[57.1 µM]	-15%	-3%	-8%	-12%	-44%[59 µM]
CCOC(=O)N1CCc2c(sc(NC(=O)c3ccc(S(=O)(=O)N4CCCC4)cc3)c2C#N)C1	44%[activator]	10%	4	-20%	?	36%[activator]	?	6%	?
c1ccc(OCCCn2nnc(-c3ccc(N4CCOCC4)cc3)n2)cc1	18%	0%	-7	-9%	23%	nt	-4%	6%	21%[59 µM]
Cc1ccc(CN2C(=O)CC(Nc3ccc(N4CCOCC4)cc3)C2=O)cc1 (configuration not stated)	-29%	?	0	-32%	-20%	-7%	?	23%	nt
CCc1ccc(NC(=O)c2ccc(F)c(S(=O)(=O)NCCc3ccc(OC)c(OC)c3)c2)cc1	12%	-19%	-7	-21%	12%	1%	?	-6%	2%[59 µM]
Cc1ccc(NC(=O)CSc2nnc(C)n2-c2ccccc2)cc1	-6%	10%	0	8%[11.4 µM]	5%[11.4 µM]	5%	-4%	-1%	17%[59 µM]
Cc1cc(C)cc(N(C(C)C(=O)N2CCCC2)S(C)(=O)=O)c1 (configuration not stated)	24%	5%	0	-5%	-25%	-2%	-9%&15%	-11%	-10%
COc1ccc(C(=S)N2CCN(S(=O)(=O)c3ccccc3)CC2)cc1	58%[activator]	-23%	-2	24%	-15%	-3%	-11%	8%	13%
CCCCOC(=O)c1ccc(NC(=O)/C(C#N)=C/c2ccc(-c3ccccc3)o2)cc1	22%	-30%	-1	-19%	-9%	2%	-7%	-2%	-31%[59 µM]
Cc1cc(C)nc(SCC(=O)c2ccc(Cl)cc2)n1	35%	12%	1	0%	-2%	-15%	0%	-2%	5%
COc1cc(/C=C2/CC/C(=C/c3ccc(O)c(OC)c3)C2=O)ccc1O	-7%	?	2	-19%[11.4 µM]	-11%[11.4 µM]	107%[activator]	10%	1%	?
CC(Sc1nc(-c2ccc(F)cc2)cs1)C(=O)N1c2ccccc2CC1C (configuration not stated)	47%[activator]	7%	-5	20%	25%	-7%	-16%	0%	9%
COc1ccccc1CNC(=O)CCc1c(C)nc2cc(-c3ccc(Cl)cc3)nn2c1C	54%[activator]	0%	-4	-20%	0%	4%	-12%	-8%	10%[59 µM]
COc1cc(OC)c(C(=O)OCC(=O)c2ccc3c(c2)NC(=O)CO3)cc1OC	35%	nt	0	-2%	-21%	4%	10%	-2%	nt
Cc1cccc(N(C(=O)c2nsc(Cl)c2Cl)C(C(=O)NC2CCCC2)c2ccc(O)cc2)c1 (configuration not stated)	29%	-12%	3	-2%	-12%	-1%	-5%	-5%	-13%[59 µM]
COc1ccc(OC)c(NC(=O)CSc2nnc(-c3ccco3)o2)c1	14%	-14%	4	-6%	11%	10%	2%	10%	nt
O=C(COC(=O)Cc1ccsc1)NCC1CCCCC1	50%[activator]	1%	3	4%	-3%	1%	-11%	5%	1%
Cc1cc(SCC(=O)NC2CCCC2)nc2ccccc12	42%[activator]	2%	-4	-8%	-10%	-4%	4%&19%	-2%	29%
Cc1nc2ccc(NS(=O)(=O)c3ccc4c(c3)OCCO4)cc2s1	30%	-15%	-7	-4%	10%	3%	?	12%	0%[12.7 µM]
Cc1nn(CC(=O)N2CCC(C)CC2)c(=O)c2cc3sccc3n12	40%[activator]	-14%	0	-1%	-24%	0%	3%	-11%	7%[59 µM]
Cc1cccc(NC(=O)CCn2ccnc2C)c1	16%	-2%	-5	-8%	-2%	10%	0%	3%	-16%[12.7 µM]
Cc1cccc(CSc2ncc(Cl)c(C(=O)Nc3sc4c(c3C#N)CCCC4)n2)c1	27%	-5%	4	2%	-30%	-2%	-9%	12%	1%[59 µM]
CCOC(=O)c1c(-c2ccc(C)cc2)csc1NC(=O)c1cc(-c2ccc(C)c(F)c2)on1	38%	-2%	-3	-3%	-10%	0%	-3%	-1%	-13%[59 µM]
(further entries)
SMILES	HP1b chromo inh	BAZ2B inh	PI4K2A inh	JMJD2A Tudor inh	RGS4 inhibitor	ERG Ets-DNA blk	12-LOX inh	GLS inhibitor	G9a inh
CCc1ccc(NC(=O)CC2NCCNC2=O)cc1 (configuration not stated)	27%	9%	-3	3%	-6%	-1%	-3%	4%	2%[12.7 µM]
Cc1cccc(-c2noc(-c3cc(C(C)C)[nH]n3)n2)c1	25%	14%	-2	-6%	-28%	1%	?	7%	-16%[59 µM]
Cc1ccc(CNC(=O)CCCN2C(=O)CCn3nc(-c4cccn4C)cc32)cc1	-5%[57 µM]	?	4	-28%	-10%	0%	?	-12%	-9%[59 µM]
COC(=O)C1C2CCC(C2)C1C(=O)OCC(=O)c1ccc(C)cc1 (configuration not stated)	48%[activator]	-5%	-7	4%	19%	3%	0%	2%	-3%
Cc1ccsc1CN(Cc1ccco1)c1cnc(S(C)(=O)=O)nc1C(=O)Nc1ccc(Cl)cc1	32%	?	-3	-20%	-27%	1%	-12%	-2%	-10%[59 µM]
O=C(NCCc1cccnc1)C1CCC(=O)N(Cc2cccc(C(F)(F)F)c2)C1 (configuration not stated)	41%[activator]	-16%	-3	-11%	-18%	9%	?	-1%	?
O=C(CCc1nnc(Cc2ccc3c(c2)OCO3)o1)NC(c1ccccn1)C(F)(F)F (configuration not stated)	45%[activator]	7%	5	0%	6%	-11%	11%	0%	?
C=CCn1c(SCC(=O)/C(C#N)=C(\C)N)nnc1C1CCCCC1	35%	17%	5	-4%	-16%	-2%	-27%	0%	9%
O=C(Nc1ccc2c(c1)OCO2)Oc1ccccc1	-2%	-31%	-8	-11%	15%	-1%	4%	11%	?
Cc1cccc(C)c1NC(=S)N(CCN(C)C)Cc1cccs1	4%	?	0	-20%	3%	1%	?	8%	-14%[59 µM]
CC[C@@]1(C(=O)OC)N[C@H](CN(C)S(=O)(=O)c2ccc(-c3ccccc3)cc2)[C@@H]2C(=O)N(C)C(=O)[C@@H]21	42%[activator]	nt	-3	-23%	-18%	1%	?	-1%	nt
CC(=O)c1ccc(S(=O)(=O)N2CCC3(CC2)CC(=O)c2ccccc2O3)cc1	10%	-7%	-2	-13%	-13%	1%	12%	4%	-12%[0.501 µM]
Cc1cccc(NS(=O)(=O)c2cccc3cccnc23)n1	49%[activator]	9%	-1	3%	-12%	2%	-21%	-3%	?
O=C(CSc1nnc(CNc2ccc(F)cc2)n1Cc1ccccc1)NCc1ccco1	-10%	-32%	4	?	-18%	-5%	0%	8%	-1%
O=C(CCCN1C(=O)/C(=C\c2cccs2)SC1=S)Nc1ccc(O)cc1	-35%	-34%	-1	-32%	-33%	3%	?	-9%	-1%
Cc1ccc2c(c1)OC(=O)CC2c1ccccc1 (configuration not stated)	114%[activator]	29%	-1	-14%[11.4 µM]	-8%[11.4 µM]	-6%	-2%	-9%	47%[activator]
CCCCCCn1c(N(CC)CC)nc2c1c(=O)[nH]c(=O)n2C	13%	-1%	2	-23%	3%	5%	-2%	8%	-5%[59 µM]
O=C(Cn1cncn1)c1ccccc1	65%[activator]	-7%	-3	0%[11.4 µM]	9%[11.4 µM]	-1%	0%	-1%	6%
Nc1ccc2c(c1)sc1ccccc12	-10%	?	1	-29%	5%	0%	-21%	-1%	?
CCCCC[C@H](O)/C=C/[C@@H]1[C@@H](C/C=C\CCCC(=O)OC)[C@@H](O)C[C@H]1O	?	14µM*	2	22µM*	13%	-1%	nt	?	40µM*
CCSCCOC(=O)C1=C(C)NC(=O)NC1c1cccc(OC)c1OC (configuration not stated)	11%	7%	0	-18%	-12%	nt	-14%	1%	-17%
N#Cc1cccc(CN2CCCN(Cc3ccc(F)cc3)S2(=O)=O)c1	61%[activator]	20%	-1	25%	-8%	10%	5%	-11%	43%[activator]
CC(C)Cc1nnc(NC(=O)Cc2ccccc2[N+](=O)[O-])s1	-14%	6%	1	-16%	-33%	-2%	0%	2%	?
O=C1/C(=C/c2ccccc2)CCc2ccc(Cl)nc21	-1%	nt	-14	-8%	?	1%	1%	-3%	nt
Cc1[nH]c(=O)[nH]c(=O)c1S(=O)(=O)N1CCCC(C(=O)NCCc2ccc(Cl)cc2)C1 (configuration not stated)	18%	-6%	-3	-5%	28%	-2%	nt	4%	12%[12.7 µM]
COc1cccc(Nc2nnc(SCC(=O)Nc3sccc3C(N)=O)s2)c1	16%[57 µM]	79µM*	8	-26%	-14%	14%	-9%	11%	-12%[59 µM]
O=C(CN1C(=O)C2CC=CCC2C1=O)NCc1ccc2c(c1)OCO2 (configuration not stated)	12%	2%	8	5%	8%	-1%	0%	6%	-6%

Records above marked active in G9a inh.
SMILES	HP1b chromo inh	BAZ2B inh	PI4K2A inh	JMJD2A Tudor inh	RGS4 inhibitor	ERG Ets-DNA blk	12-LOX inh	GLS inhibitor	G9a inh
CCCCC[C@H](O)/C=C/[C@@H]1[C@@H](C/C=C\CCCC(=O)OC)[C@@H](O)C[C@H]1O	?	14µM*	2	22µM*	13%	-1%	nt	?	40µM*

Not all compounds are listed, so the mix of outcomes need not match the whole.
